# B2AR arrestin – beta2AR (human) beta-arrestin recruitment activity; P07550; beta-arrestin recruitment to beta2AR, cell-based reporter; Potency, µM (titrated, usually from 46.1 µM), without a hit: top-dose activation, actives largely listed as activators; 0.02% of 330,000 active;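 also: potency is read from the fitted curve at half-maximal effect; 0% = DMSO controls and full agonism = EC100 isoproterenol or metaproterenol; nearly all actives have a fitted effect of over 65% in size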
# GALK inh – blocks human galactokinase activity. Purified GALK, Kinase-Glo residual ATP luminescence. Potency, µM (titrated, usually from 57.5 µM), for inactives: at the top dose activity change, negative = inhibition, actives largely listed as inhibitors. 0.007% of 270,000 active; also: potency is read from the fitted curve at half-maximal effect; % is scaled to controls: 0 for no effect and ±100 for the full control effect
#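 Compounds were pin-transferred into ATP buffer (35 uM final), then GALK plus galactose (5 nM, 100 uM final) was added. After 1 h at room temperature, Kinase-Glo Plus was added and luminescence read after 10 min.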
# TRPV1 agonist – activates the human vanilloid receptor TRPV1. Q8NER1. TRPV1-expressing cells, Fluo-8 calcium influx, agonist mode. activation, % at 8.33 µM. 0.19% of 320,000 active. AID 540275; in the data active = activation above about 80%; inconclusive = between about 30% and that limit; also: 0% is about no effect
# Target sequence (Q8NER1 whole entry, looked up): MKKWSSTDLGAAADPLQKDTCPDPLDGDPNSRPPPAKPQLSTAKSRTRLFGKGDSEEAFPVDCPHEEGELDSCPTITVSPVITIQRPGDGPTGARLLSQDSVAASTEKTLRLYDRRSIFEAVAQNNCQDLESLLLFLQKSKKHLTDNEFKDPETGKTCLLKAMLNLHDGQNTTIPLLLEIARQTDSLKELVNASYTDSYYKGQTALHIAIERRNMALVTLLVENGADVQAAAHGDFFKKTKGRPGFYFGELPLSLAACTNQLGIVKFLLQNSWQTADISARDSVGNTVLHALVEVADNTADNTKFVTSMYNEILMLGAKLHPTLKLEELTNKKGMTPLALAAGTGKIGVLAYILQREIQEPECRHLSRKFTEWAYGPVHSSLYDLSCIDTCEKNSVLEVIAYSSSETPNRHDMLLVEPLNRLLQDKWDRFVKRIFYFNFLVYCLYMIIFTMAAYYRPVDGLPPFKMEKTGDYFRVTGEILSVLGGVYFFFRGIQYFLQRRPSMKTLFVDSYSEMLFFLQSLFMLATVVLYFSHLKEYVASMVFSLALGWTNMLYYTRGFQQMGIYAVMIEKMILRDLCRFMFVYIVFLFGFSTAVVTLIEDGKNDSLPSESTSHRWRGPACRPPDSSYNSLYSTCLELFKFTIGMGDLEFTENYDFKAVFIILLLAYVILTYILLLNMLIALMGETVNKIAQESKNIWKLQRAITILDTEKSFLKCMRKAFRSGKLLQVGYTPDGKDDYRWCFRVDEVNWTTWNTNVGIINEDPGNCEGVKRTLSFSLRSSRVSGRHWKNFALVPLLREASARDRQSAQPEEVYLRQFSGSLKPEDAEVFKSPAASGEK
#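 TRPV1-expressing cells were cultured overnight at 35.5C and loaded with Fluo-8 calcium dye for 40 to 90 min at room temperature. After a 10 s baseline, compound was added and calcium influx was read kinetically for 3 min (ex 480/em 520 nm).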
# FBPA coupling cs – inhibits coupling enzyme system, counter-screen for aldolase hits; coupling enzyme system counterscreen, AmpLite Red fluorescence; activity change, negative = inhibition, % at 58.2 µM, hits read low; 0.67% of 290,000 active; in the data active = activity change below about -30%; also: % is scaled to controls: 0 for no effect and ±100 for the full control effect
#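 Final compound at 57.5 uM, incubated 10 min at RT with coupling enzyme reagent (glyceraldehyde-3-phosphate), then 20 min with substrate and AmpLite Red detection. Fluorescence read at 525/598 nm; tests interference with the coupling assay, not aldolase inhibition.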
# MLL CXXC-DNA inh – MLL CXXC-DNA interaction inhibition; MLL-CXXC / FITC-HOXA9 DNA fluorescence polarization; Potency, µM (doses to about 115 µM), for the others: at the top dose activity change, negative = inhibition, hits mostly inhibitors; 0.037% of 290,000 active; AID 2662; active = well fitted inhibition curve with a large enough effect in the polarisation, with a control signal flat, not every such curve was filed as active; inconclusive = small, poorly fitted or top-dose-only effect, or effect the other way, or a change in a side signal; inactive = no such curve, though single readings can be large or run the other way; the % refers to the polarisation; also: potency is read from the fitted curve at half-maximal effect
#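 Purified MLL-CXXC (added from a 7 uM solution) was preincubated 5 min at ambient with pinned compounds in 50 mM Tris-HCl pH 7.5, 50 mM NaCl, 1 mM DTT, 0.05% BSA. Fluorescein-labeled HOX-A9 DNA (50 nM solution) followed, 30 min, then polarization read.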
# KCNH2 3.1 block – KCNH2 3.1 (human) potassium channel inhibition. U2OS KCNH2 3.1, thallium flux FluxOr; hits give low values. activity change, % (tested at about 1.8 µM). 0.95% of 340,000 active;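 active = maximum activity change below -70%; inconclusive = maximum activity change from -70% to -50%; inactive = maximum activity change above -50%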;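 also: thallium influx rate constant from kinetic fluorescence after stimulation buffer; % is scaled to controls: 0 for no effect and ±100 for the full control effect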
#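 Steps: virus added to U2OS suspension (4 h, RT, dark); medium with 10% FBS added, cells plated, 37 C overnight; FluxOr/Red40 loading buffer 45 min RT; stimulation buffer, 2 min kinetic read; rate constant normalized.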
# KCNH2 WT inh – inhibitors of human wildtype KCNH2 potassium channel; U2OS, BacMam KCNH2, thallium flux FluxOr; hits give low values; activity change, % at 1.84 µM; 0.37% of 340,000 active; AID 720551; Q12809;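 active = maximum activity change below -70%; inconclusive = maximum activity change between -70% and -50%; inactive = maximum activity change above -50%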; also: % is scaled to controls: 0 for no effect and ±100 for the full control effect
#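 U2OS cells were transduced with wild-type KCNH2 virus (2.03 x 10^8 / mL) for 4 h at room temperature, then cultured overnight at 37 C. Thallium flux was read with FluxOr dye. Rate constants were normalized to DMSO controls.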
# PKM2 activator – PKM2 (human) enzyme activation | purified PKM2, Kinase-Glo ATP luminescence, activation; response scale: 0% is enzyme alone, no compound | P14618 | Potency, µM (top dose mostly 57.5 µM), for inactives: at the top dose activation, actives largely listed as activators | 0.34% of 260,000 active; also: potency is read from the fitted curve at half-maximal effect; % is scaled to controls: 0 for no effect and ±100 for the full control effect; nearly all actives have a fitted effect of over 55% in size
#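 hPK-M2, >95% pure; 0.1 mM ADP / 0.5 mM PEP final; imidazole pH7.2 buffer w/ 7 mM MgCl2, 50 mM KCl; 1 h RT; Kinase-Glo lum. Intermediate enzyme activity for dual inhibitor/activator qHTS.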
# USP2a inh – USP2a (human) protease inhibition | O75604 | USP2 core, Ub-CHOP2 coupled fluorogenic reporter, 485/531 | Potency, µM (doses to about 38.3 µM), for the others: top-dose activity change, negative = inhibition, actives largely listed as inhibitors | 0.01% of 330,000 active | AID 463254;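 also: potency is read from the fitted curve at half-maximal effect; plate controls were DMSO wells for no effect and full inhibition by NEM control for full effect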
#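 Cell-free coupled assay: 10nM USP2 core preincubated 30min RT with compound in Tris-HCl pH 8.0/CaCl2/CHAPS buffer, then 25nM Ub-CHOP2 and 25nM reporter substrate; fluorescence (Ex 485/Em 531) read after 60min RT, normalized to NEM inhibition, concentration-response curves fitted.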
# Menin-MLL TR inh – menin-MLL binding inhibition, Texas Red mutant peptide; Menin + Texas Red MLL mutant peptide, fluorescence polarization; Potency, µM (highest dose often 61.6 µM), without a hit: top-dose FP activity change, negative = inhibition, actives largely listed as inhibitors; 0.23% of 270,000 active; AID 1768; active = well fitted inhibition curve with a large enough effect in the polarisation, with a control signal flat, not every such curve was filed as active; inconclusive = small, poorly fitted or top-dose-only effect, or effect the other way, or a change in a side signal; inactive = no such curve, though single readings can be large or run the other way; the % refers to the polarisation; also: potency is read from the fitted curve at half-maximal effect; % of control where 0% means no effect; many of its hits are not listed in these tables
# Giardia kill – kills Giardia lamblia; Giardia lamblia trophozoite viability; activity change, % at 7.66 µM, hits read low; 0.15% of 340,000 active; AID 540267; in the data active = activity change below about -80%; inconclusive = between about -30% and that limit;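 also: parasites exposed to compound for two days anaerobically before the ATP read; % is scaled to controls: 0 for no effect and ±100 for the full control effect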
#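 Each well holds 100 Giardia trophozoites and compound. After two days (48 hrs) at 37 deg C in anaerobic conditions, ATP is quantified by luminescence.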
# * hit, by the source's call; ? = inconclusive; . = not tested or not shown. Unless noted, calls follow the shape of the dose curve; as a rule, active = well fitted curve in the direction sought with a large enough effect; inconclusive = small, poorly fitted or top-dose-only effect, or another doubt; inactive = no such curve, though single readings can be large; an effect the other way counts as inactive or inconclusive. An excerpt (hit frequency here may not be typical).
entry | SMILES | B2AR arrestin | GALK inh | TRPV1 agonist | FBPA coupling cs | MLL CXXC-DNA inh | KCNH2 3.1 block | KCNH2 WT inh | PKM2 activator | USP2a inh | Menin-MLL TR inh | Giardia kill
1 | COc1cccc(C(=O)N2CCCC(Nc3ccc(C)c(C)c3)C2)c1 (stereo not given) | -0.7% | -3% | ? | . | 4% | -9 | 5 | 3% | -1% | . | 1
2 | COc1ccccc1NS(=O)(=O)c1ccccc1C#N | -0.1% | 4% | -2 | -3 | 1% | 4 | -15 | 4% | 0% | -9% | -1
3 | N#CC1=C(N)OC2=C(C(=O)CCC2)C1c1ccccc1 (stereo not given) | 0.1% | 6% | -3 | -3 | 6% | -2 | -3 | 3% | -1% | 4% | 5
4 | CCOC(=O)c1sc(C)c2c1NC(C)(c1cccs1)NC2=O (stereo not given) | -0.2% | -1% | 10 | 2 | 5% | -27 | 43 | -1% | 0% | -11% | -28
5 | CCN(NC(=O)C(O)(c1ccccc1)c1ccccc1)C(=O)c1ccccc1 | -0.1% | 0% | 0 | 1 | 11% | 23 | 0 | -6% | 2% | 28% | 6
6 | Oc1ccc(/C=N/NC(=S)N/N=C/c2ccc(O)cc2)cc1 | -0.2% | -1% | -7 | 3 | -2% | 1 | 2 | 2% | ? | ? | -14
7 | CCN(CC)C(=O)CSc1nnc2nnc3cc(C)ccc3n12 | -0.2% | 6% | -1 | 1 | -15% | 12 | -7 | -8% | 1% | . | -17
8 | O=C(Nc1ccc(C(F)(F)F)cc1)c1cc(-c2cccnc2)nc2ccc(Br)cc12 | 0.0% | -3% | -3 | 0 | 0% | -47 | -3 | 1% | 0% | 27% | 8
9 | Cc1cc(C)c(C(=O)COC(=O)c2cccnc2Cl)c(C)c1 | 0.1% | -1% | 15 | -1 | -5% | -4 | 0 | 3% | 1% | 11% | 5
10 | COc1ccc(N=C2C(=Nc3ccc(OC)cc3)N(c3ccc(N(C)C)cc3)C(=S)N2c2ccc(OC)cc2)cc1 | -0.3% | 1% | -1 | -1 | 13% | -8 | 1 | 0% | 4% | 11% | 5
11 | COc1ccc(S(=O)(=O)Cc2ccc(C(=O)N3CCCC3)o2)cc1 | -0.2% | 2% | 2 | 1 | 1% | -1 | 5 | -4% | -1% | 6% | 8
12 | O=C(O)C(CO)(c1ccccc1)c1ccccc1 | -0.3% | . | -2 | 4 | -2% | 13 | 1 | 2% | 2% | 12% | -7
13 | Nc1cc(N2CCOCC2)c(Cl)cc1[N+](=O)[O-] | -0.2% | -2% | 27 | -1 | 2% | 3 | -1 | -5% | 1% | -7% | -4
14 | O=C(COC(=O)CCC(=O)c1ccccc1)NCCc1ccccc1 | 0.0% | . | 25 | . | . | 2 | -1 | . | 1% | . | 10
15 | CC(C)(C)C(=O)COC(=O)CCc1nc2ccccc2[nH]c1=O | 0.0% | 2% | 11 | 3 | -1% | 16 | -9 | -5% | -1% | -11% | -5
16 | Cc1cc(NC(=O)CSc2nc3cc(C(=O)NCCCOC(C)C)ccc3c(=O)n2Cc2ccco2)no1 | 0.1% | 4% | -2 | -1 | -1% | -10 | 4 | 27% | 1% | ? | 0
17 | Cc1cc(C(=O)N2CCN(c3cc(Cl)ccc3C)CC2)on1 | -0.1% | . | ? | -1 | . | -20 | -2 | -4% | 0% | -13% | -6
18 | Cc1c2cnn(CC(=O)N3CCOCC3)c(=O)c2c(C)n1Cc1ccccc1F | -0.5% | . | -1 | 0 | . | 13 | -1 | 0% | 0% | -12% | -2
19 | Clc1cccc(-c2cc3nc4c(c(N5CCN(c6cnccn6)CC5)n3n2)CCCC4)c1 | -0.8% | -3% | 24 | 0 | 13% | -23 | -7 | -4% | 2% | 2% | -11
20 | COc1cc(NS(=O)(=O)c2ccc(Br)cc2)c(OC)cc1NC(=O)c1ccco1 | 0.2% | 0% | 5 | -27 | 1% | 11 | -21 | 10% | 2% | ? | -5

# Profiles from above. Screens in order: B2AR arrestin	GALK inh	TRPV1 agonist	FBPA coupling cs	MLL CXXC-DNA inh	KCNH2 3.1 block	KCNH2 WT inh	PKM2 activator	USP2a inh	Menin-MLL TR inh	Giardia kill
# Record of O=C(O)C(CO)(c1ccccc1)c1ccccc1 → -0.3%	.	-2	4	-2%	13	1	2%	2%	12%	-7
# Record of CCN(NC(=O)C(O)(c1ccccc1)c1ccccc1)C(=O)c1ccccc1 → -0.1%	0%	0	1	11%	23	0	-6%	2%	28%	6
# Record of COc1cc(NS(=O)(=O)c2ccc(Br)cc2)c(OC)cc1NC(=O)c1ccco1 → 0.2%	0%	5	-27	1%	11	-21	10%	2%	?	-5

# Among those listed so far, 5 contain a carbonyl joined to an NH by a bond outside any ring.
entry | SMILES | B2AR arrestin | GALK inh | TRPV1 agonist | FBPA coupling cs | MLL CXXC-DNA inh | KCNH2 3.1 block | KCNH2 WT inh | PKM2 activator | USP2a inh | Menin-MLL TR inh | Giardia kill
5 | CCN(NC(=O)C(O)(c1ccccc1)c1ccccc1)C(=O)c1ccccc1 | -0.1% | 0% | 0 | 1 | 11% | 23 | 0 | -6% | 2% | 28% | 6
8 | O=C(Nc1ccc(C(F)(F)F)cc1)c1cc(-c2cccnc2)nc2ccc(Br)cc12 | 0.0% | -3% | -3 | 0 | 0% | -47 | -3 | 1% | 0% | 27% | 8
14 | O=C(COC(=O)CCC(=O)c1ccccc1)NCCc1ccccc1 | 0.0% | . | 25 | . | . | 2 | -1 | . | 1% | . | 10
16 | Cc1cc(NC(=O)CSc2nc3cc(C(=O)NCCCOC(C)C)ccc3c(=O)n2Cc2ccco2)no1 | 0.1% | 4% | -2 | -1 | -1% | -10 | 4 | 27% | 1% | ? | 0
20 | COc1cc(NS(=O)(=O)c2ccc(Br)cc2)c(OC)cc1NC(=O)c1ccco1 | 0.2% | 0% | 5 | -27 | 1% | 11 | -21 | 10% | 2% | ? | -5
